Screening data deposited in PubChem by several laboratories.
TNAP act hiacc = TNAP (human) activation, high acceptor; P05186; purified TNAP, CDP-star luminescence, 1 M DEA, 30 min; active compounds read high; 0 = EDTA background, 1 = DMSO-only activity; activation factor at 20 µM; 200,000 tested, under 10 active;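 active = activation factor at least 2 at 20 µM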
Target sequence (P05186 whole entry, looked up): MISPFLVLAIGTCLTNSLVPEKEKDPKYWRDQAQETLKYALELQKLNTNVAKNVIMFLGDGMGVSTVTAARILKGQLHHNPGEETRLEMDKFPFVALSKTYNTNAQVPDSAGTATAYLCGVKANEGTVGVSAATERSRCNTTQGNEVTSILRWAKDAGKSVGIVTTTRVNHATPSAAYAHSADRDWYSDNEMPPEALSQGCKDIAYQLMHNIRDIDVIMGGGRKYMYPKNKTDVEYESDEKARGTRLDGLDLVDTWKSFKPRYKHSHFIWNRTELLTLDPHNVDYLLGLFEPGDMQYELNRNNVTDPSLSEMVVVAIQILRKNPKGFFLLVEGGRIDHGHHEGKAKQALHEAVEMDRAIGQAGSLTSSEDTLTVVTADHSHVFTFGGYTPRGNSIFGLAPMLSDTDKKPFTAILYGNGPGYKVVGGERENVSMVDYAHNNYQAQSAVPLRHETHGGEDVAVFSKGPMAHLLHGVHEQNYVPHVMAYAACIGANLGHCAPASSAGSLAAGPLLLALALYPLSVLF
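Control set: EDTA negative control, DMSO positive control / Assay system: human TNAP / Quantity: TNAP 1/800 final / Evaluation: TNAP activation factor scaled between EDTA and DMSO control wells / Measured by: luminescent substrate turnover signal / Compound dosing: one dose, 20 µM / Times: 30 min enzyme reaction at room temperature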
PMI act hi M6P = PMI (human) activation, high substrate. P34949. coupled PMI enzyme assay, resazurin fluorescence, 20 min; active compounds read high; 1 = untreated enzyme, 0 = substrate-free blank. activation factor at 20 µM. 190,000 tested, 0.34% active. AID 1216;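 active = activation factor of 2 or more at 20 µM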
Target sequence (P34949 whole entry, looked up): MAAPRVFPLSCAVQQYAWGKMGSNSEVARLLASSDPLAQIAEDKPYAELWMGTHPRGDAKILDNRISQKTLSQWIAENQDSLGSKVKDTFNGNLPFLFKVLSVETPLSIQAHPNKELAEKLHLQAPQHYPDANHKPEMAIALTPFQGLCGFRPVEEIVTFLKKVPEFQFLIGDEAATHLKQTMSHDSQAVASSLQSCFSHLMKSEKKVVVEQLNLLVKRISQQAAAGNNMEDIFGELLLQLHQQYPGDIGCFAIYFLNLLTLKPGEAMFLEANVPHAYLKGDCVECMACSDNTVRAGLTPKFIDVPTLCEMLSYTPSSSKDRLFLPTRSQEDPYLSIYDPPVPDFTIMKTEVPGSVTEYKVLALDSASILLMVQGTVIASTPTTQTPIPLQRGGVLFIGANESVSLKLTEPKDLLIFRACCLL
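Test system – human PMI in coupled enzyme assay · Timing – 20 min incubation at room temperature · Detection – Diaphorase-driven resazurin-to-resorufin fluorescence, excitation 544, emission 590 nm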
PMI act = activators of human phosphomannose isomerase; activation factor at 20 µM; purified human PMI, coupled resazurin fluorescence, 20 min; active compounds read high; 1 = vehicle control, 0 substrate-free wells; P34949; 190,000 tested, 0.005% active; AID 1214;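 active = activation factor of 2 or more at 20 µM, relative to plate controls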
Diaphorase act = counter-screen for diaphorase-based assays: diaphorase activators and chemical reducers | AID 1229 | Diaphorase/resazurin coupled assay, resorufin fluorescence, 16 min; active compounds read high; 1 = vehicle wells, 0 = NADH-free wells | activation factor at 20 µM | 190,000 tested, 0.005% active;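 active = diaphorase activity raised at least twofold by the compound at 20 µM; inactive = activation factor below 2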
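Material: purified diaphorase enzyme from Clostridium kluyveri; Also added: 0.114 mM NADH and 0.1 mM resazurin, final amounts; Doses: single compound dose of 20 µM, 1% DMSO final; Times: 16 min enzyme reaction, ambient temperature; Detection: resorufin fluorescence, excitation 544 nm, emission 590 nm; Measure: increased resorufin signal from activators or reducing compounds.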
TNAP inh hiacc = TNAP (human) inhibition, high acceptor. purified TNAP, CDP-star luminescence, 1 M DEA. P05186. 200,000 tested, 0.03% active. AID 1135. inhibition, % at 20 µM;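 active = over 50% inhibition of tissue-nonspecific alkaline phosphatase at 20 µM in the single-dose screen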;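 also: plate controls were DMSO wells for no effect and EDTA-quenched wells as full inhibition for full effect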
FLuc act counter = affects firefly luciferase, flagging false hits in luciferase stimulation screens. ATPlite luciferase biochemical, luminescence, 10 min; 0 = ATP-free wells, 1 = DMSO control. activation factor at 10 µM. AID 1027. 200,000 tested, under 10 active;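 active = luciferase activation factor, scaled between plate controls, of at least 2 with compound at 10 µM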
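test system = cell-free luciferase reagent | medium = PBS as buffer for the ATP substrate | dosing = test compounds dosed from 2 mM stocks in 100% DMSO | incubation = 10 min at ambient temperature | detection = luminescence measurement of luciferase light output | benchmarks = low control with PBS replacing ATP, high control enzyme plus ATP without compound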
TNAP inh noacc = inhibitors of human TNAP without phosphate acceptor; P05186; purified TNAP, CDP-star luminescence, 30 min; inhibition, % at 20 µM; 200,000 tested, 0.26% active; AID 1012;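 active = tissue-nonspecific alkaline phosphatase inhibition above about 50% at 20 µM in the single-dose screen, limit read from the data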;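 also: 0% = DMSO negative control and 100% = EDTA positive control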
G6PDH CS = counter-screen for G6PDH assay hits: L. mesenteroides G6PDH inhibition | AID 1020 | 200,000 tested, 0.12% active | inhibition, % at 5 µM | Purified L. mesenteroides G6PDH, diaphorase/resazurin coupled fluorescence, 45 min; in the data active = inhibition above about 50%
Diaphorase inh = counter-screen for diaphorase-based assays: diaphorase inhibitors and chemical oxidizers; diaphorase resazurin-to-resorufin fluorescence, NADH, 16 min; bacterial (C. kluyveri) enzyme, not human; inhibition, % at 20 µM; 190,000 tested, 0.69% active; AID 1217;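 active = primary screen inhibition at 20 µM above a set limit, cut at about 50% in these data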;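 also: plate controls were DMSO with full reaction for no effect and wells lacking NADH for full effect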
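Benchmarks: positive control wells lacking NADH, neutral wells with DMSO only. System: bacterial diaphorase enzyme (C. kluyveri). Input: 0.14 U/mL diaphorase, enzyme working solution. Detection: resorufin fluorescence, excitation 544 nm, emission 590 nm. Times: 16-min room-temperature incubation before reading.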
Efa HMGR inh = blocks class II HMG-CoA reductase of Enterococcus faecalis. purified E. faecalis HMGR, NADPH absorbance 340 nm kinetic. inhibition, % at 10 µM. 190,000 tested, 0.41% active;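 active = inhibition above a set limit, the median over all tested compounds plus 3 SD, cut at about 9.5% in these data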;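 also: enzyme runs in reverse so mevalonate oxidation gives rising NADPH absorbance; 0% = complete reaction with DMSO and 100% = background rate lacking mevalonate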
Starred values were filed as active, the others as inactive; x = not tested or not shown.

SMILES	TNAP act hiacc	PMI act hi M6P	PMI act	Diaphorase act	TNAP inh hiacc	FLuc act counter	TNAP inh noacc	G6PDH CS	Diaphorase inh	Efa HMGR inh
COc1ccc(Nc2nc(N)nc(CSc3n[nH]c(-c4ccccc4)n3)n2)cc1	1	1	1	0.9	-4	1.1	81*	-3	14	-9
O=C1CC(N2CCc3ccccc32)C(=O)N1c1ccc(F)cc1 (stereo unspecified)	1	x	x	x	-4	1.1	-11	8	x	-7
N#Cc1ccc(OCC(=O)OCC(=O)Nc2cc(C(F)(F)F)ccc2N2CCOCC2)cc1	1	1	0.9	0.9	-2	1	-12	-10	6	4
COc1cccc(C2=NOC(C(=O)NCc3ccco3)C2)c1 (stereo unspecified)	1	0.9	0.9	0.9	-1	1	-4	8	7	-6
COc1ccc(NC(=O)N(CCCN(C)C)Cc2cc3cc(OC)ccc3[nH]c2=O)cc1	1	1	1	1.2	-4	1	-7	7	-18	5
COc1cc(C(=O)NCCCNc2nc3cc(C)cc(C)c3cc2C#N)cc(OC)c1OC	1	0.9	0.9	0.9	-4	1.1	-10	3	15	-8
N#C/C(=C\c1ccc(OC(=O)c2ccccn2)cc1)C(N)=O	1	0.8	0.8	0.7	4	0.8	-10	-15	32	-10
COc1ccc(/C(O)=C2/C(=O)C(=O)N(CCN(C)C)C2c2cccnc2)cc1C (stereo unspecified)	1	1.1	1.1	1	0	1	-2	5	3	0
CCOC(=O)c1c(NC(=O)c2ccncc2)sc(C)c1C	1	0.9	0.9	0.8	-2	1.1	2	2	15	-1
O=C1c2ccccc2C(=O)N1CCCn1nnc(-c2ccc(N3CCOCC3)cc2)n1	1	1	1	1	-2	1.2	-1	6	4	0

Single entries from the list.
Under Efa HMGR inh, `COc1ccc(Nc2nc(N)nc(CSc3n[nH]c(-c4ccccc4)n3)n2)cc1` has -9
Under TNAP inh noacc, `COc1cccc(C2=NOC(C(=O)NCc3ccco3)C2)c1` (stereo unspecified) has -4

(continued)
SMILES	TNAP act hiacc	PMI act hi M6P	PMI act	Diaphorase act	TNAP inh hiacc	FLuc act counter	TNAP inh noacc	G6PDH CS	Diaphorase inh	Efa HMGR inh
COc1ccc(NC(=O)C23CCC(C2)C(C)(C)C3=O)cc1 (stereo unspecified)	1.1	0.9	1	0.9	-5	1	-16	-2	10	0
COc1cc(C(=O)Nc2cc(C(F)(F)F)ccc2-n2cncn2)cc(OC)c1OC	1	1	0.9	1	-2	1.1	-9	4	-1	-4
CCN(CCCNC(=O)CCCOc1cc(=O)n(C)c2ccccc12)Cc1ccccc1	1	0.9	0.9	1	4	1	-7	6	2	-7
Cc1ccc2c(c1)nnn2C1CCN(S(=O)(=O)c2cccc(S(=O)(=O)N(C)C)c2)CC1	1	1.1	1	1	1	1	-2	12	5	-5
COc1cc(/C=C/C(=O)O)cc(S(=O)(=O)Nc2cccc(SC)c2)c1OC	1	1	1.1	0.8	-3	1	-9	16	15	0
Cc1cc2nc(-c3ccc(SCc4ccccc4C#N)nc3)[nH]c2cc1C	1	0.8	0.8	0.7	-4	1	1	-54	27	4
N#Cc1ccccc1NC(=O)Nc1cccs1	1	1.1	1.1	1	-4	1	-11	0	0	-9
CSC(=NC#N)N1CCN(c2ccccn2)CC1	1	1	1	0.9	-4	1.1	-8	0	13	-4
Cc1ccc(-c2nnc3sc(CCc4ccccc4)nn23)cc1	1	1	0.9	0.9	0	1	-6	-9	6	-3
CN(C)/C(=N\OC(=O)c1ccccc1)c1nonc1N	1	1	0.9	0.9	-4	0.9	-21	2	12	-5
NC(=O)COc1ccc(C2c3c(oc4ccccc4c3=O)C(=O)N2CC2CCCO2)cc1 (stereo unspecified)	1	1	1	0.9	-1	1.1	-9	7	6	-6
CC(C)c1nnc(NC(=O)CCCCCN2C(=O)C3C4C=CC(C4)C3C2=O)s1 (stereo unspecified)	1	1	0.9	0.9	-5	1	-10	9	14	-8
O=C(NC1CC1)C1=C[C@@H](c2coc3ccccc3c2=O)C[C@@H](OCc2ccc(CO)cc2)O1	1.1	0.8	0.9	0.8	-6	1	9	9	17	2
Cn1ccc(-c2ccccc2)c(C#N)c1=O	1	1	1	0.9	-3	1	-9	1	8	-6
CN(C[C@H](c1ccccc1)N(C[C@H](Cc1ccccc1)N(CCc1ccccc1)N=O)N=O)N=O	1.1	0.9	0.9	0.7	-7	1.1	-10	5	34	-2
C/C(CC(=O)Nc1ccccc1F)=N\NC(=O)Cc1ccc(Cl)cc1	1	1	1	0.9	-2	1	-4	8	7	-5
COC(=O)c1c(NC(=O)CSc2nnc3ccccn23)sc2c1CCC2	1	0.9	0.9	1	0	1.1	-5	0	0	-1
CCn1c(CNC(=O)COc2c(C)cccc2C)nnc1SCC(=O)Nc1nccs1	1.1	1.1	1	0.9	-7	1	-5	6	9	2
Cc1csc2nc(CSc3nncn3-c3ccccc3)c(Br)n12	1	1	0.9	0.9	2	1	-5	2	5	-2
CCOC(=O)/C(=N/Nc1ccc(OC)cc1)Sc1nnc(CCc2ccccc2)n1-c1ccccc1	1	1.2	1	0.7	3	1	-32	5	25	-3
CCOc1cc2[nH]c(=S)n(CCN3CCCCC3CC)c(=O)c2cc1OCC (stereo unspecified)	1.1	1	1	1	-5	1.1	23	3	3	1
Cc1ccccc1SCCNC(=O)CCc1ccccc1	1.1	1	0.9	0.9	-6	1	-8	9	14	-2
O=C(NN1C(=O)/C(=C\c2cccnc2)SC1=S)c1ccco1	1	1	1	0.8	0	1	9	8	19	-2
CC(C)(C)NC(=O)Nc1ccc(Br)cc1	1	1	0.9	0.9	-1	0.9	1	7	12	-3
O=C(CCN1CCCCC1)c1ccccc1	1	1.1	1.1	1.1	-3	1	-19	3	-6	-6
Cc1cccn2c(=O)c3cc(C(=O)N4c5ccccc5CC4C)n(C)c3nc12 (stereo unspecified)	1	0.9	0.9	0.9	2	1	-5	8	8	-3
O=C(OCc1nc2ccccc2s1)[C@@H]1CCCN1S(=O)(=O)c1ccccc1F	1	0.9	0.9	0.8	-3	1	-7	9	21	-2
Cc1oc(-c2ccccc2F)nc1CN1CCC(C(=O)NCc2ccco2)CC1	1	0.8	0.8	0.8	-3	1	-8	8	19	-5
COc1cc(C(=O)NCC(C)C)c([N+](=O)[O-])cc1OC	1	0.9	0.9	0.9	-2	1.1	0	-8	13	0
CCOC(=O)C(CCCCCOc1ccc([N+](=O)[O-])cc1)C(=O)OCC	1	1	1	0.9	1	1.1	-5	12	10	-10

14 successive entries from above, for reference:
SMILES	TNAP act hiacc	PMI act hi M6P	PMI act	Diaphorase act	TNAP inh hiacc	FLuc act counter	TNAP inh noacc	G6PDH CS	Diaphorase inh	Efa HMGR inh
COC(=O)c1c(NC(=O)CSc2nnc3ccccn23)sc2c1CCC2	1	0.9	0.9	1	0	1.1	-5	0	0	-1
CCn1c(CNC(=O)COc2c(C)cccc2C)nnc1SCC(=O)Nc1nccs1	1.1	1.1	1	0.9	-7	1	-5	6	9	2
Cc1csc2nc(CSc3nncn3-c3ccccc3)c(Br)n12	1	1	0.9	0.9	2	1	-5	2	5	-2
CCOC(=O)/C(=N/Nc1ccc(OC)cc1)Sc1nnc(CCc2ccccc2)n1-c1ccccc1	1	1.2	1	0.7	3	1	-32	5	25	-3
CCOc1cc2[nH]c(=S)n(CCN3CCCCC3CC)c(=O)c2cc1OCC (stereo unspecified)	1.1	1	1	1	-5	1.1	23	3	3	1
Cc1ccccc1SCCNC(=O)CCc1ccccc1	1.1	1	0.9	0.9	-6	1	-8	9	14	-2
O=C(NN1C(=O)/C(=C\c2cccnc2)SC1=S)c1ccco1	1	1	1	0.8	0	1	9	8	19	-2
CC(C)(C)NC(=O)Nc1ccc(Br)cc1	1	1	0.9	0.9	-1	0.9	1	7	12	-3
O=C(CCN1CCCCC1)c1ccccc1	1	1.1	1.1	1.1	-3	1	-19	3	-6	-6
Cc1cccn2c(=O)c3cc(C(=O)N4c5ccccc5CC4C)n(C)c3nc12 (stereo unspecified)	1	0.9	0.9	0.9	2	1	-5	8	8	-3
O=C(OCc1nc2ccccc2s1)[C@@H]1CCCN1S(=O)(=O)c1ccccc1F	1	0.9	0.9	0.8	-3	1	-7	9	21	-2
Cc1oc(-c2ccccc2F)nc1CN1CCC(C(=O)NCc2ccco2)CC1	1	0.8	0.8	0.8	-3	1	-8	8	19	-5
COc1cc(C(=O)NCC(C)C)c([N+](=O)[O-])cc1OC	1	0.9	0.9	0.9	-2	1.1	0	-8	13	0
CCOC(=O)C(CCCCCOc1ccc([N+](=O)[O-])cc1)C(=O)OCC	1	1	1	0.9	1	1.1	-5	12	10	-10

Carrying on:
SMILES	TNAP act hiacc	PMI act hi M6P	PMI act	Diaphorase act	TNAP inh hiacc	FLuc act counter	TNAP inh noacc	G6PDH CS	Diaphorase inh	Efa HMGR inh
CN(/N=C/c1c[nH]c2ccccc12)c1cnn(-c2ccc(F)c(Cl)c2)c(=O)c1Cl	1	1	1.1	0.9	-3	1.1	0	-1	6	4
Cc1cccc(SCc2noc(C(=O)NC(C)C)c2C(=O)O)c1	1	1	1	0.9	0	1	-6	5	9	2
COc1ccc(C(=O)NC(C)c2nnc(SCC(=O)Nc3nc(C)cs3)n2C)cc1 (stereo unspecified)	1	1	0.9	0.9	0	1	-6	5	8	-3
Cc1ccc(N2C(=O)S/C(=C/c3cn(C)c4ccccc34)C2=O)cc1	1	0.9	1	0.9	0	1	-3	0	9	-1
CC1Cc2ccccc2N1C(=O)c1cnsn1 (stereo unspecified)	1.1	1	1	0.9	-5	1	-12	3	8	-4
CC(=O)C1CCN(Cc2ccccc2)CC1	1	0.9	1	0.9	0	1.1	-15	1	6	-9
